Epigenetic reg: epigenetic control regulation, reporter derepression; murine LDR cells, GFP reporter derepression, 30 h; Potency, µM (top dose mostly 53.9 µM), inactives show top-dose GFP activation, hits mostly activators; 0.2% of 280,000 active; AID 1865; note: potency is the fitted concentration of half-maximal effect; % of control where 0% means no effect; nearly all actives have a fitted effect of over 60% in size
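Murine LDR cells bearing a silenced CMV-driven GFP reporter were exposed to compound for 30 h at 37 C. After PBS washes, GFP-positive cells (20-120 um objects) counted by laser-scanning microplate cytometry.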
CBFb RUNX1 block: blocks binding between human CBF-beta and RUNX1. Potency, µM (highest dose often 59.8 µM), for the others: top-dose activity, negative = inhibition, most hits filed as inhibitors. Q01196+Q13951. 230,000 tested, under 10 active. AlphaScreen CBFb-His/RUNX1-biotin binding, biochemical; note: % of control where 0% means no effect
Target sequence (Q01196 whole entry, looked up): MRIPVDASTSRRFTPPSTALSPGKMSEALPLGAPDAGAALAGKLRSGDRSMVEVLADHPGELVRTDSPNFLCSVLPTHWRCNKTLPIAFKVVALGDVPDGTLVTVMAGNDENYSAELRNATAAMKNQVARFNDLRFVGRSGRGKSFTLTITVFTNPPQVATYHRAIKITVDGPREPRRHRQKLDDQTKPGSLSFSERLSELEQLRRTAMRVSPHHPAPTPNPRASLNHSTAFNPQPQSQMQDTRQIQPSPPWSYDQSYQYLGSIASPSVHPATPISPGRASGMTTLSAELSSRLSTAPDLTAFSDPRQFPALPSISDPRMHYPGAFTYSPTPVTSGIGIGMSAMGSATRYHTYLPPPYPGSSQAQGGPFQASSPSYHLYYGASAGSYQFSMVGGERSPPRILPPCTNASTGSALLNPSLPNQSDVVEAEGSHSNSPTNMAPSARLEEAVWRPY
Target sequence (Q13951 whole entry, looked up): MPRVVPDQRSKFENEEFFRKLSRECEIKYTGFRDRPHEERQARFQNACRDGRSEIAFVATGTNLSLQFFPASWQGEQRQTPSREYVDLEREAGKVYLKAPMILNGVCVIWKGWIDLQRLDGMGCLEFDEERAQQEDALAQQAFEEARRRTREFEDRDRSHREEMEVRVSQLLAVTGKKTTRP
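Bead-based AlphaScreen assay; binding partners His-tagged CBF-beta and biotinylated RUNX1 at 30 nM each. Compound exposure 15 min after a 20-min protein preincubation; bead step 90 min; all steps at room temperature.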
Tau fluor counter: counter-screen for tau fibril formation inhibitors | tau K18 P301L Alexa594 fluorescence, heparin fibrillization | Potency, µM (doses to about 57.7 µM), for inactives: top-dose activity change, negative = decrease | 0.93% of 280,000 active; note: potency is the fitted concentration of half-maximal effect; % is set by controls: 0 for no effect and ±100 for the full control effect; nearly all actives have a fitted effect of over 55% in size
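Human tau K18 P301L (15 uM unlabeled, 0.24 uM Alexa 594-labeled) in 100 mM sodium acetate pH 7 with 20 uM heparin, 6 hr at 37 C. ThT 30 uM added, 1 hr ambient; Alexa 594 FP and total fluorescence read at 555/632 nm.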
Tau FP inhib: tau fibrillization inhibition (FP). K18 P301L tau heparin fibrillization, Alexa594 FP, 6 h. Potency, µM (series often up to 57.7 µM), inactives show at the highest dose activity, negative = inhibition, usual class: inhibitors. P10636. 0.39% of 280,000 active. AID 1468; note: potency is the fitted concentration of half-maximal effect; % is set by controls: 0 for no effect and ±100 for the full control effect; nearly all actives have a fitted effect of over 55% in size
Target sequence (P10636 561-689 P618L limits assumed): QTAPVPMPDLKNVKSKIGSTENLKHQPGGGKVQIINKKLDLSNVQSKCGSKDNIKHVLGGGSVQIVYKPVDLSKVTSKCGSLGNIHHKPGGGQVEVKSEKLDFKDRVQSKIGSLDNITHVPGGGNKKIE
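Steps: dispense K18 P301L tau (15 uM plus 0.24 uM Alexa 594 tracer, final) in pH 7 sodium acetate; add compound; add heparin (20 uM final); incubate 6 hr, 37 C; add ThT (30 uM final); after 1 hr ambient, read FP.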
GLA spleen mod: inhibits or activates alpha-galactosidase in human spleen homogenate; P06280; human spleen homogenate, 4MU-alpha-Gal fluorescence, 40 min; Potency, µM (highest dose often 80 µM), inactives show at the top dose activity change, negative = inhibition, actives largely listed as inhibitors; 0.008% of 240,000 active; AID 2107;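 note: potency is the fitted concentration of half-maximal effect; 0% = enzyme with vehicle and -100% = no enzyme basal signal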
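Spleen homogenate 1 ug + cpd (titration) + 4-MU-alpha-D-galactopyranoside 1 mM; 37C 40 min; 50 mM citrate/phosphate pH 5.0, 0.01% Tween-20; stop pH 10; fluorescence 365/440; AC50 via Hill.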
TRb SRC2 PPI: inhibitors of human thyroid hormone receptor beta-SRC2 interaction; P10828; TRbeta-SRC2 peptide binding, fluorescence polarization; receptor liganded with 1 µM T3; Potency, µM (highest dose often 106 µM), without a hit: top-dose activity change, negative = inhibition, usual class: inhibitors; 0.065% of 280,000 active; AID 1469;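 note: potency is the fitted concentration of half-maximal effect; plate controls were bound peptide for no effect and peptide without receptor for full effect; nearly all actives have a fitted effect of over 50% in size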
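Human TRb ligand-binding domain (0.6 uM) is mixed with 20 nM Texas Red SRC2 peptide and 1 uM T3; after compound addition and 5 hr at ambient temperature, polarization is measured and normalized to unbound and bound controls.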
TR SRC2 fluor cs: counter-screen for TRb-SRC2 inhibitors: fluorescence interference; TRb/SRC2 Texas Red total fluorescence interference; Potency, µM (doses to about 106 µM), for inactives: top-dose fluorescence change, negative = quenching; 0.29% of 280,000 active; active = well fitted curve in either direction with a large enough effect; inconclusive = small, poorly fitted or top-dose-only effect; note: potency is the fitted concentration of half-maximal effect; % is set by controls: 0 for no effect and ±100 for the full control effect
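Flags fluorescent or light-absorbing compounds by total fluorescence, S + 2P, at 555 nm excitation and 632 nm emission. Mixture: 20 nM Texas Red SRC2 peptide, 0.6 uM human TRb LBD, 1 uM T3, 5% DMSO; compound exposure 5 h at ambient temperature.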
NPSR antagonist: antagonists of human neuropeptide S receptor cAMP signaling; Q6W5P4; CHO-NPSR cells, cAMP TR-FRET, antagonist mode; Potency, µM (titrated, usually from 38.3 µM), for the others: at the top dose activity change, negative = inhibition, usual class: inhibitors; 1% of 220,000 active; AID 1461; note: potency is the fitted concentration of half-maximal effect; % is set by controls: 0 for no effect and ±100 for the full control effect; nearly all actives have a fitted effect of over 50% in size; many of its hits are not listed in these tables
An asterisk follows results filed as active; ? = inconclusive; · = no result given; [ ] = dose if it differs, or a comment. Unless noted, calls come from the whole dose curve; as a rule, active = well fitted curve in the direction sought with a large enough effect; inconclusive = small, poorly fitted or top-dose-only effect, or another doubt; inactive = no such curve, though single readings can be large; an effect the other way counts as inactive or inconclusive. The list is partial, so the mix of outcomes need not match the whole.

no.	SMILES	Epigenetic reg	CBFb RUNX1 block	Tau fluor counter	Tau FP inhib
1	COP(=O)(OC)c1nc(-c2ccccc2)oc1N1CCOCC1	-0.9%	6.0%	-3.0%	5.6%
2	CCCCN=C1NC(=O)C(CC(=O)Nc2ccc(Cl)cc2)S1 (stereo not given)	-2.9%	0.7%	-16.3%	-7.2%
3	Cc1cccc(C)c1NC(=O)CCCSc1nnc(N)s1	-0.1%	-5.4%	-5.2%	-5.9%
4	CC(=O)NCCCNS(=O)(=O)c1ccc(C)cc1	-3.1%	0.0%	1.6%	-3.0%
5	Cc1ccc(CNC(=O)c2ccccc2CCc2ccccc2)cc1	-0.9%	?	-16.8%	-0.9%
6	CCCS(=O)(=O)n1nc(-c2ccccc2)cc1N	-5.6%	-1.6%	-5.3%	-0.6%
7	O=C(Nc1cccc(NC(=O)C2CC2)n1)C1CC1	2.4%	-2.0%	-5.4%	9.3%
8	COC(=O)COc1ccc(Oc2nc(SC)nc(N(C)C)n2)nn1	-5.2%	-2.8%	-1.8%	7.5%
9	CCNc1nc(N)nc(Oc2ccc(OCC)nn2)n1	0.0%	3.0%	5.3%	-2.4%
10	CCCC1(C(=O)O)NC(c2ccccc2O)C2C(=O)N(c3cccc(Cl)c3)C(=O)C21 (stereo not given)	1.4%	5.3%	-3.5%	3.3%

no.	GLA spleen mod	TRb SRC2 PPI	TR SRC2 fluor cs	NPSR antagonist
1	-6.1%	6.4%	1.9%	13.7%
2	5.2%	-13.2%	-1.8%	-19.5%[46.1 µM]
3	-6.7%	-0.9%	0.6%	4.6%
4	-4.7%	-2.8%	-0.2%	-22.2%
5	0.9%	-11.4%	-1.0%	10.3%[46.1 µM]
6	0.3%	5.7%	0.2%	2.1%[46.1 µM]
7	-0.1%	-7.7%	-3.5%	18.9%
8	3.8%	5.5%	0.3%	0.3%[46.1 µM]
9	-5.1%	0.5%	0.7%	-3.1%[46.1 µM]
10	-10.0%	-6.4%	1.6%	-9.0%[46.1 µM]

Brought forward from above: 2 compounds, then new ones.
no.	SMILES	Epigenetic reg	CBFb RUNX1 block	Tau fluor counter	Tau FP inhib
9	CCNc1nc(N)nc(Oc2ccc(OCC)nn2)n1	0.0%	3.0%	5.3%	-2.4%
10	CCCC1(C(=O)O)NC(c2ccccc2O)C2C(=O)N(c3cccc(Cl)c3)C(=O)C21 (stereo not given)	1.4%	5.3%	-3.5%	3.3%
11	CC1(C)CC(=O)C(C=NCCN2CCN(C(=O)c3ccccc3)CC2)=C(O)C1	-1.6%	3.6%	3.2%	5.3%
12	CCOc1ccc(CNC(=O)C2CCN(C(=O)c3sccc3-n3cccc3)CC2)cc1	0.0%	·	-9.7%	1.0%
13	COc1ccc(NC(=O)CSc2nnc(-c3cccnc3)n2C)cc1	0.0%	8.8%	6.9%	0.9%
14	Cc1cc(C(=O)N/N=C/c2c[nH]c3ccccc23)c(C)o1	1.3%	-7.0%	?	11.9%
15	COc1cc(C#N)ccc1OCC(=O)NCc1cccs1	-2.6%	5.2%	4.9%	-0.8%
16	CC(C)C[C@@H](CC(=O)N[C@@H](CCCN)CC(=O)N[C@@H]1CCCC[C@H]1C(=O)N[C@H](CC(=O)N[C@@H](CCC(=O)O)CC(=O)O)Cc1ccccc1)NC(=O)[C@@H]1CCCC[C@H]1N	0.8%	10.0%	-10.9%	2.3%
17	CN(CCOCCOc1ccc(Cl)cc1Br)Cc1ccccc1	-0.8%[10.1 µM]	7.5%	-7.7%	3.2%
18	CCCCN1C(=O)C(O)(CC(=O)c2c(C)n[nH]c2C)c2cc(Br)ccc21 (stereo not given)	-1.2%	1.5%	-14.4%	-8.4%
19	CSc1ncc(Cl)c(C(=O)Nc2cc(C(F)(F)F)ccc2Cl)n1	14.8%	·	-15.9%	-13.3%
20	CC(C)(C)NC(=O)C1N(c2cccnc2)C(=O)C2C(C(=O)Nc3ccccc3)C3(C)C=CC21O3 (stereo not given)	1.2%	-0.4%	7.0%	9.0%

no.	GLA spleen mod	TRb SRC2 PPI	TR SRC2 fluor cs	NPSR antagonist
9	-5.1%	0.5%	0.7%	-3.1%[46.1 µM]
10	-10.0%	-6.4%	1.6%	-9.0%[46.1 µM]
11	3.7%	-1.0%	-1.2%	-5.5%[46.1 µM]
12	·	2.1%	4.3%	·
13	3.4%	-3.0%	-0.3%	18.1%
14	4.1%	2.2%	-26.7%	-5.1%[46.1 µM]
15	1.1%	-3.4%	-4.5%	11.8%
16	-2.8%	-7.2%	-1.1%	·
17	3.8%	-4.8%	-4.0%	-10.7%
18	7.3%	4.3%	-0.2%	-27.3%[46.1 µM]
19	·	3.1%	-15.5%	·
20	-7.4%	-14.8%	0.6%	-7.0%[46.1 µM]

2 of the compounds above, in markdown.
| no. | Compound | Epigenetic reg | CBFb RUNX1 block | Tau fluor counter | Tau FP inhib | GLA spleen mod | TRb SRC2 PPI | TR SRC2 fluor cs | NPSR antagonist |
| --- | --- | --- | --- | --- | --- | --- | --- | --- | --- |
| 14 | Cc1cc(C(=O)N/N=C/c2c[nH]c3ccccc23)c(C)o1 | 1.3% | -7.0% | ? | 11.9% | 4.1% | 2.2% | -26.7% | -5.1%[46.1 µM] |
| 15 | COc1cc(C#N)ccc1OCC(=O)NCc1cccs1 | -2.6% | 5.2% | 4.9% | -0.8% | 1.1% | -3.4% | -4.5% | 11.8% |

Next section.
no.	SMILES	Epigenetic reg	CBFb RUNX1 block	Tau fluor counter	Tau FP inhib
21	C=CCSc1nnnn1-c1ccc(OC)cc1	0.4%	7.9%	-11.5%	-1.3%
22	COC(=O)c1c(SC)nc2ccccc2c1OCc1ccc(Br)cc1	-1.8%	·	-27.8%	?
23	Cn1nc(C(F)(F)F)cc1-c1ccc(/C=C(\C#N)C(=O)c2ccccc2)s1	10.9%	-5.2%	-24.0%	-1.9%
24	C=CCN1CCN(C(CCC)c2nnnn2Cc2ccco2)CC1 (stereo not given)	0.0%	7.2%	-3.9%	5.3%
25	O=c1cc(O)nc(-c2ccccc2)s1	1.1%	-0.7%	-6.4%	-0.9%
26	CC(=O)N1CCc2cc(Br)cc(S(=O)(=O)N3CCN(c4ccccn4)CC3)c21	0.0%	3.0%	0.5%	-5.4%
27	COc1ccccc1N1CCN(C(=O)c2ccc(N3CCCC3=O)cc2)CC1	1.2%	3.5%	-9.5%	-9.3%
28	O=C(Cn1c(SCc2ccccc2F)nc2ccncc21)Nc1ccccc1C(F)(F)F	-2.9%	·	-10.2%	-7.7%
29	CCCCNC(=O)CNC(=S)N(Cc1ccccc1F)C1CCCCC1	1.3%	-1.3%	-8.1%	4.7%
30	Cc1ccc(OCc2nn3c(-c4n[nH]c5c4CCC5)nnc3s2)cc1	6.0%	-7.2%	-4.3%	-0.7%

no.	GLA spleen mod	TRb SRC2 PPI	TR SRC2 fluor cs	NPSR antagonist
21	12.0%	4.5%	1.3%	-5.5%[46.1 µM]
22	·	2.7%	-6.0%	·
23	4.0%	-3.8%	-1.0%	-6.3%
24	-5.5%	-3.0%	-4.3%	-0.4%
25	1.6%	4.3%	3.5%	21.1%
26	7.2%	-2.5%	-4.8%	12.1%[46.1 µM]
27	-1.3%	-2.5%	-1.3%	-1.2%[46.1 µM]
28	·	4.4%	-0.6%	·
29	-2.5%	-4.5%	-0.4%	-42.5%
30	0.8%	9.6%	-1.3%	-15.2%[46.1 µM]

More results
no.	SMILES	Epigenetic reg	CBFb RUNX1 block	Tau fluor counter	Tau FP inhib
31	c1ccc(OCCCc2nc(-c3cccnc3)no2)cc1	-1.3%	12.8%	-3.5%	-1.3%
32	c1ccc(Oc2nc3ccccc3n3cccc23)cc1	-1.1%	6.8%	-22.7%	-15.2%
33	COc1ccc2oc(=O)c(-c3cn4ccc(C)cc4n3)cc2c1	0.0%	-0.7%	5.5%	3.1%
34	Cc1ccc(NC(=O)c2cc(S(=O)(=O)N3CCC4(CC3)OCCO4)ccc2F)cc1	0.9%	3.4%	-9.2%	-0.9%
35	Cn1c(=O)c2ncn(CC(=O)N/N=C/c3ccco3)c2n(C)c1=O	0.0%	-1.7%	3.3%	-0.3%
36	CC(=O)c1cccc(N/C=C\c2nnnn2-c2ccc(F)cc2)c1	1.1%	4.6%	-1.1%	-1.0%
37	Cc1ccc(OCCCCn2ccnc2C)c(C)c1	-4.2%	1.7%	-18.1%	9.6%
38	O=C(NC1CCS(=O)(=O)C1)/C(=C/c1ccc(Cl)cc1)NC(=O)c1ccccc1 (stereo not given)	2.6%	4.1%	13.2%	4.0%
39	COc1ccc(-c2noc(-c3cc(C(C)C)[nH]n3)n2)cc1	-3.4%	·	?	?
40	CN(C)CCC(=O)N1c2ccccc2Sc2ccc(Cl)cc21	1.1%	-1.4%	5.7%	4.2%
41	COc1cccc(-n2c(SCC(=O)O)nnc2-c2cccnc2)c1	-0.7%	4.4%	5.8%	7.0%
42	O=C(Nc1ccc([N+](=O)[O-])cc1)Nc1nc(-c2ccc(Cl)s2)cs1	-1.3%	-4.9%	-1.7%	7.5%
43	Cc1ccc(NC(=O)CCn2ccc([N+](=O)[O-])n2)nc1	0.0%	-1.9%	-6.0%	-10.7%

no.	GLA spleen mod	TRb SRC2 PPI	TR SRC2 fluor cs	NPSR antagonist
31	3.8%	13.9%	0.2%	-19.7%[46.1 µM]
32	-15.2%	-1.1%	0.7%	-21.9%[46.1 µM]
33	10.7%	-13.1%	-3.5%	-35.7%
34	-4.7%	-2.9%	-8.0%	-13.7%[46.1 µM]
35	-4.1%	1.6%	7.7%	18.5%
36	3.9%	-0.2%	0.1%	-6.4%
37	5.5%	-0.1%	-6.4%	-12.9%
38	1.7%	-5.2%	1.7%	8.0%
39	·	-8.2%	-1.1%	·
40	-14.1%	-10.3%	-5.2%	1.6%
41	6.4%	3.7%	-3.8%	9.2%[46.1 µM]
42	2.0%	-3.6%[53 µM]	0.4%[53 µM]	6.31µM*
43	-8.4%	-9.0%	-0.1%	3.9%

Bioassay records: PubChem, National Center for Advancing Translational Sciences (NCATS)
